# Compound activity deposited in PubChem by several laboratories.
# MEX-5 binding: C. elegans MEX-5 TCR-2 RNA binding activity. MEX-5/FITC-TCR2 RNA binding, fluorescence polarization; hits give low values. activity score (negative = inhibition of binding), % at 10 µM. 300,000 compounds, 0.38% hits;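 active means inhibition past about -25% in most replicates, and total fluorescence under double the plate's negative control median, limit read from the data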;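 further: 0% = DMSO and -100% = 5 µM competing unlabeled TCR2 RNA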
# CIT2-GFP yeast: yeast TOR pathway CIT2-GFP modulation; S. cerevisiae CIT2-GFP strain, flow cytometry, 3 h; 100 means same as DMSO wells; GFP response vs DMSO, % at 10 µM; 320,000 compounds, 0.065% hits; AID 2029;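 active means GFP response relative to DMSO above a set limit, near the screen mean plus 3 SD, cut at about 150% in these data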;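 further: ratio of well median GFP fluorescence to mean of DMSO wells on the plate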
# GLD-1 RNA inh: GLD-1-TGE RNA interaction inhibition (C. elegans); Q17339; purified GLD-1 + fluorescein TGE RNA, fluorescence polarization; 320,000 compounds, 0.44% hits; inhibition, % at 5.96 µM;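 active means percent inhibition above a per-plate cutoff, the plate mean of test compounds plus 3 SD, cut at about 30% in these data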;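 further: 0% = DMSO wells with GLD-1 and probe and 100% = wells lacking GLD-1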
# Target sequence (Q17339 whole entry, looked up): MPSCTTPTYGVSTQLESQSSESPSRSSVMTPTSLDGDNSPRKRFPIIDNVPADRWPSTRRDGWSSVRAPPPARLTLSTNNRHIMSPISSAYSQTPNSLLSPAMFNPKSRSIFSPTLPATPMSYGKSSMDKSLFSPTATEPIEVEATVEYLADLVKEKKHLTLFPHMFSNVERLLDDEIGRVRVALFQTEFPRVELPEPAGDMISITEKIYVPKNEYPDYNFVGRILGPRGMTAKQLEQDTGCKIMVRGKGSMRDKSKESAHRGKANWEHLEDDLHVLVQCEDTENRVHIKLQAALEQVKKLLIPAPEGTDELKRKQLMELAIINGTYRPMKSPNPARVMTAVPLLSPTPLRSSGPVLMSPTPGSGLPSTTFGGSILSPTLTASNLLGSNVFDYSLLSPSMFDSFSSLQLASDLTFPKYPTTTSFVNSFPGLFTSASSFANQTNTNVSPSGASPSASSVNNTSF
# VLA-4 inh: inhibition in a human VLA-4 binding assay; P13612; 330,000 compounds, 0.2% hits; VLA-4 expressing cells, ligand binding flow cytometry; inhibition, % (about 7 µM as worked out from the volumes in the protocol); in the data active means inhibition above about 50%
# Bcl-xL primary: blocks human Bcl-xL binding to Bim BH3 peptide. Q07817. GST-Bcl-xL / FITC-Bim BH3 peptide fluorescence polarization. inhibition, % at 10.9 µM. 320,000 compounds, 0.7% hits. AID 2129;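 active means inhibition above the mean of all tested compounds plus 3 SD, cutoff set per campaign, cut at about 30% in these data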;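 further: 0% = DMSO wells and 100% = unlabeled Bim-BH3 peptide competitor; inhibitors lower millipolarization by displacing the labeled peptide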
# Target sequence (Q07817 whole entry, looked up): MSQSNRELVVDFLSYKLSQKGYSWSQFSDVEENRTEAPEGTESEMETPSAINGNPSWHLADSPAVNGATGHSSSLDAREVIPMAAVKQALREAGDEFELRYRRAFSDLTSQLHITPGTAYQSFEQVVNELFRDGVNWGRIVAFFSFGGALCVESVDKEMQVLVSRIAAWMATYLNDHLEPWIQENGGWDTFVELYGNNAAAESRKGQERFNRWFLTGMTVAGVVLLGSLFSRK
# MCL1-BIM inh: disrupts human MCL1 binding to BIM-BH3 peptide | Q07820 | GST-MCL1 / FITC-Bim-BH3 fluorescence polarization | inhibition, % at 10.9 µM | 320,000 compounds, 0.68% hits;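 active means inhibition above the mean inhibition of all tested compounds plus 3 SD, set per campaign, cut at about 40% in these data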;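 further: 0% = DMSO wells and 100% = unlabeled Bim-BH3 peptide control; higher means more loss of mP so more displacement of Bim peptide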
# Target sequence (Q07820 whole entry, looked up): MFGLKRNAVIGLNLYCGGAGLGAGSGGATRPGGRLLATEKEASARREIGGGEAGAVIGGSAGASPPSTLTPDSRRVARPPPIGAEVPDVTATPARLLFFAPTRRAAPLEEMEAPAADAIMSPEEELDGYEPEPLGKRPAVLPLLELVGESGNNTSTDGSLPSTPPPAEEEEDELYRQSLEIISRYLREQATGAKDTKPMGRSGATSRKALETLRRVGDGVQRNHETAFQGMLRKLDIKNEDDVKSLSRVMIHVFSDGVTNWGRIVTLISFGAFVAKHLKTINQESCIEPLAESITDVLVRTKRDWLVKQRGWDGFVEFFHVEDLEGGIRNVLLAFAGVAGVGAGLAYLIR
# CR mimetic SO: caloric restriction mimetics inhibiting age-related superoxide in yeast | S. cerevisiae aged cells, superoxide DHE fluorescence; hits give low values | 330,000 compounds, 0.18% hits | superoxide response (% of plate mean), % at 10 µM | AID 2690;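 active means superoxide response under a set limit, about three screen SD below normal, cut at about 65% in these data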;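 further: yeast aged for seven days with compound at 30 °C before DHE staining; 100% = average MFI of all compound-treated wells on the plate with controls excluded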
# AGP1-GFP MLPCN: modulators of TOR pathway AGP1-GFP in S. cerevisiae | GFP response vs DMSO, % at 10 µM | S. cerevisiae AGP1-GFP multiplex flow cytometry, 3 h; GFP as percent of DMSO wells | 320,000 compounds, 0.02% hits;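 active means GFP response relative to DMSO above a set limit, near screen average plus 3 SD, cut at about 150% in these data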;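 further: median GFP channel fluorescence of the gated AGP1 strain per well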
# GRK2 aptamer HTS: human GRK2 inhibition via aptamer displacement; P25098; bead flow cytometry, FAM-aptamer displacement from GRK2; inhibition of aptamer binding, % at 10 µM; 330,000 compounds, 0.59% hits; AID 488847;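 active means inhibition of aptamer binding above 40%, roughly 3 SD of noise, on plates passing a quality check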;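 further: median bead fluorescence of bound FAM aptamer so fluorescent compounds give negative values; no value below 0 was filed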
# * hit, by the source's call; . = not tested or not shown.
SMILES,MEX-5 binding,CIT2-GFP yeast,GLD-1 RNA inh,VLA-4 inh,Bcl-xL primary,MCL1-BIM inh,CR mimetic SO,AGP1-GFP MLPCN,GRK2 aptamer HTS
Cc1ccccc1OCC(=O)NCc1ccccc1,-1.0,97,6,-4,5,5,117,97,2
COc1ccc(CNc2nc(-c3ccccc3)nn2C(=O)c2cccs2)cc1,0.6,94,5,4,2,7,116,105,4
NS(=O)(=O)c1ccc(NC(=O)CSc2ncn[nH]2)cc1,3.8,107,2,1,4,-4,112,101,2
C[C@H]1COC(=O)[C@H](Cc2ccc(F)cc2)C/C=C\C[C@@H](CC(=O)N(CCO)Cc2ccccc2)C(=O)N1,.,97,5,21,.,.,86,108,1
O=C(Cc1ccc([N+](=O)[O-])cc1)Nc1ccc(O)cc1C(=O)O,-2.5,100,6,13,2,6,86,97,0
CCN(CC)C(=O)/C(=C/c1ccc(F)cc1)NC(C)=O,0.3,.,1,-3,6,5,95,.,0
Cc1ccc([N+](=O)[O-])cc1NC1OC(CO)C(O)C1O (centres undefined),-0.2,104,4,-1,1,-2,88,101,1
COc1cc(C(=O)Nc2ccc3c(c2)ncn3C)cc(OC)c1OC,1.3,103,-3,11,1,-3,106,98,0
CC(C)c1ccc(NC2CCCN(C(=O)c3ccnc(Cl)c3)C2)cc1 (centres undefined),0.4,100,3,6,5,5,108,94,0
Cc1ccnc(NC(=O)CCC(=O)N(CC(=O)NC2CCCCC2)c2ccc3c(c2)OCO3)c1,1.1,88,-3,33,-3,-3,103,91,0
CC1=CN2C(=N)/C(=C/c3ccc(Sc4ccc(Cl)cc4)o3)C(=O)N=C2S1,-7.1,104,-11,-2,-4,-26,100,101,0
CCN(CC(=O)NCc1cccs1)C(=O)c1ccc(S(=O)(=O)Nc2ccccc2Cl)cc1,.,96,-4,-29,5,6,81,95,0

# 4 of the compounds above, field by field:
> Cc1ccc([N+](=O)[O-])cc1NC1OC(CO)C(O)C1O (centres undefined)
  MEX-5 binding = -0.2	CIT2-GFP yeast = 104	GLD-1 RNA inh = 4	VLA-4 inh = -1	Bcl-xL primary = 1	MCL1-BIM inh = -2	CR mimetic SO = 88	AGP1-GFP MLPCN = 101	GRK2 aptamer HTS = 1

> COc1cc(C(=O)Nc2ccc3c(c2)ncn3C)cc(OC)c1OC
  MEX-5 binding = 1.3	CIT2-GFP yeast = 103	GLD-1 RNA inh = -3	VLA-4 inh = 11	Bcl-xL primary = 1	MCL1-BIM inh = -3	CR mimetic SO = 106	AGP1-GFP MLPCN = 98	GRK2 aptamer HTS = 0

> CC(C)c1ccc(NC2CCCN(C(=O)c3ccnc(Cl)c3)C2)cc1 (centres undefined)
  MEX-5 binding = 0.4	CIT2-GFP yeast = 100	GLD-1 RNA inh = 3	VLA-4 inh = 6	Bcl-xL primary = 5	MCL1-BIM inh = 5	CR mimetic SO = 108	AGP1-GFP MLPCN = 94	GRK2 aptamer HTS = 0

> Cc1ccnc(NC(=O)CCC(=O)N(CC(=O)NC2CCCCC2)c2ccc3c(c2)OCO3)c1
  MEX-5 binding = 1.1	CIT2-GFP yeast = 88	GLD-1 RNA inh = -3	VLA-4 inh = 33	Bcl-xL primary = -3	MCL1-BIM inh = -3	CR mimetic SO = 103	AGP1-GFP MLPCN = 91	GRK2 aptamer HTS = 0

# By substructure: the compounds so far containing a Cl atom.
SMILES,MEX-5 binding,CIT2-GFP yeast,GLD-1 RNA inh,VLA-4 inh,Bcl-xL primary,MCL1-BIM inh,CR mimetic SO,AGP1-GFP MLPCN,GRK2 aptamer HTS
CC(C)c1ccc(NC2CCCN(C(=O)c3ccnc(Cl)c3)C2)cc1 (centres undefined),0.4,100,3,6,5,5,108,94,0
CC1=CN2C(=N)/C(=C/c3ccc(Sc4ccc(Cl)cc4)o3)C(=O)N=C2S1,-7.1,104,-11,-2,-4,-26,100,101,0
CCN(CC(=O)NCc1cccs1)C(=O)c1ccc(S(=O)(=O)Nc2ccccc2Cl)cc1,.,96,-4,-29,5,6,81,95,0

# Continuation.
SMILES,MEX-5 binding,CIT2-GFP yeast,GLD-1 RNA inh,VLA-4 inh,Bcl-xL primary,MCL1-BIM inh,CR mimetic SO,AGP1-GFP MLPCN,GRK2 aptamer HTS
O=C(NNC(=O)c1cccc2ccccc12)c1ccccc1O,-15,96,4,2,5,17,88,102,0
CCCCn1c(SCC(=O)Nc2oc(C)c3c(C)n[nH]c(=O)c23)nc2cc(S(N)(=O)=O)ccc21,1.7,107,5,33,-5,0,96,107,0
Cc1cc(F)ccc1S(=O)(=O)Nc1ccc(C(=O)N2CCCCC2)cc1,.,75,19,-3,.,.,93,69,8
CC(=O)c1ccc(S(=O)(=O)N2CCN(C(=O)CN3C(=O)NC4(CCCC4)C3=O)CC2)cc1,0.0,88,-5,8,-9,-4,103,101,1
CC1(C)CSC(=NCCc2ccccc2)N1C(=O)c1ccc(C#N)cc1,-3.3,90,5,4,4,-1,92,101,0
O=C(N/N=C/c1ccc([N+](=O)[O-])cc1)c1cccc2cc[nH]c12,1.1,90,-3,0,8,2,95,100,1
CC(Oc1ccc(S(=O)(=O)N2CCCC2)cc1[N+](=O)[O-])C(=O)NC(C)c1ccccc1 (centres undefined),-1.3,106,1,7,-4,-12,95,111,0
Cc1ccc(NC(=S)N2CCC(NC(=O)c3ccc(C)cc3)CC2)cc1,0.9,103,0,9,0,9,107,104,0
COc1cc(/C=N/NC(=O)C[n+]2ccccc2)cc(OC)c1OC,0.8,99,0,7,4,6,97,94,0
COC(=O)c1cn(NC(=O)Cc2ccc(OC)c(OC)c2)c(=O)c2ccccc12,.,101,6,0,3,0,104,102,4
COc1cc(C(=O)NC2CC(C)(C)CC(C)(C)C2)ccc1OC1CCN(C(C)=O)CC1,3.1,101,.,4,.,.,101,107,0
CCN(C(=O)CSc1ncccn1)c1cccc2ccccc12,.,90,3,5,.,.,102,89,3
CCOC(=O)C1CCN(C(=O)C(C)c2ccc([N+](=O)[O-])cc2)CC1 (centres undefined),1.3,100,0,4,1,-5,110,95,2
O=C1c2ccccc2C(=O)N1CCc1ccccn1,1.9,98,-2,11,-1,8,88,99,0
O=C(CN1C(=O)CC(c2ccccc2)S(=O)(=O)c2ccccc21)N1CCCC1 (centres undefined),2.2,93,5,0,4,4,88,101,0
CCOC(=O)c1cc(C#N)c(SCC(=O)c2cc(C#N)c(SC)nc2C)[nH]c1=O,-4.9,103,77*,-6,103*,117*,90,97,1
Cn1cnnc1Sc1ccc(/C=C/C(=O)c2ccc(O)cc2)cc1[N+](=O)[O-],2.6,101,4,-1,8,14,95,106,2
O=C(NCCc1ccccc1)C1CCC(=O)N(CCCN2CCCC2=O)C1 (centres undefined),1.4,107,0,8,-1,-7,98,102,0
CCOC(=O)N1CCC(NC(=O)C2CCCN(S(C)(=O)=O)C2)CC1 (centres undefined),1.1,61,0,-15,5,-2,96,64,0
COc1ccccc1C1C=C(c2ccccc2)Nc2nnnn21 (centres undefined),2.0,100,4,0,0,2,125,102,0
COc1ccccc1CN(C)C(=O)c1cccc(S(=O)(=O)N2CCCc3ccccc32)c1,.,94,2,17,1,1,100,99,2
CC(=O)N1N=C(c2ccncc2)CC1c1ccccc1O (centres undefined),-0.8,101,-2,6,0,3,107,97,4
Cc1ccc(C2CC(=O)Oc3cc(O)ccc32)cc1 (centres undefined),-21,70,27,-15,29,27,107,90,2
O=C(CSC1=Nc2ccccc2C2=NC(CC(=O)NCc3ccco3)C(=O)N12)NCc1ccco1 (centres undefined),-8.3,.,10,11,15,14,90,96,2
O=C(O)c1ccc(/C=N/NC(=O)C2CC2(c2ccccc2)c2ccccc2)cc1 (centres undefined),-1.0,92,5,10,8,12,90,100,0
COC(=O)c1c(NC(=O)CN2CCOCC2)sc2c1CCC(C)C2 (centres undefined),-1.1,97,2,-13,2,-9,100,92,0
COC(=O)C(C(=O)OC)C(C[N+](=O)[O-])c1ccc(OC)c(OC)c1 (centres undefined),-0.5,101,1,8,1,-1,100,100,3
O=C(NN1C(=O)c2ccccc2C1=O)c1ccc2c(c1)C(=O)N(CC1CCCO1)C2=O (centres undefined),0.6,95,2,1,-2,-3,97,105,5
O=[N+]([O-])c1cc(-c2cnc3ccccc3n2)ccc1Oc1ccc(Cl)cc1,1.8,102,4,0,4,3,110,106,0
COc1ccc2[nH]cc(C3N4CC5(C)CN3CC(C)(C4)C5=O)c2c1 (centres undefined),-1.2,94,1,0,1,5,86,99,0
C=CCNC(=O)C1CCC(=O)N1S(=O)(=O)c1ccc(C)cc1 (centres undefined),-2.2,111,-4,5,-3,1,89,101,0
O=C(NC(=S)NNC(=O)c1cnccn1)c1ccc(F)cc1,-3.6,91,5,1,6,4,111,80,0
CCN1CCN(c2cc(C)c3cc(NC(=O)c4ccc(Br)o4)ccc3n2)CC1,0.9,104,-1,-6,6,6,93,99,0
Cc1cc(C)c(S(C)(=O)=O)c(Oc2cccc(C(F)(F)F)c2)n1,-0.3,99,-3,-6,4,1,94,100,1
CC(=O)O[C@@H]1[C@@H](OC(C)=O)[C@H](n2ccc3cc([N+](=O)[O-])ccc32)OC[C@@H]1OC(C)=O,1.3,97,6,3,2,-1,111,102,1
CC(=O)Nc1ccc(S(=O)(=O)NCCC(=O)Nc2cccc(Cl)c2)cc1,1.9,98,-2,8,2,5,108,96,0
O=C1C(CSCc2ccccc2)NC(=S)N1c1ccccc1 (centres undefined),2.4,91,2,15,8,10,91,97,0
CC(Oc1ccc(Br)cc1)C(=O)NCC1(N2CCCCC2)CCCCC1 (centres undefined),.,90,-3,-6,-7,1,107,92,0
O=C(NCCOc1ccccc1)c1ncn[nH]1,-4.6,107,-1,7,-8,-21,100,104,2
O=Cc1cn(CC(=O)N2CCCCC2)c2ccccc12,2.7,112,6,-6,1,-3,108,97,3
COc1cccc(-n2nnnc2SCC(=O)Nc2cccc(NC(C)=O)c2)c1,-1.6,84,3,0,4,6,119,90,0
O=C(CSc1nnc(-c2ccco2)n1-c1ccccc1)NCc1ccc2c(c1)OCO2,-0.8,101,0,4,4,8,106,98,1
CCOC(=O)C1CCN(C(=O)C2CCCN2S(=O)(=O)c2ccc(Cl)cc2)CC1 (centres undefined),-3.4,.,3,3,3,1,101,99,0
CCOC(=O)C1CCCN(C(=O)CCc2ccccc2)C1 (centres undefined),0.6,102,4,-13,5,7,97,107,0
Cc1ccccc1OCCSc1nc(N(C)C)nc(N(C)C)n1,1.3,106,-5,-5,1,-2,85,100,3
O=C1CNCc2[nH]c3ccccc3c2N1c1ccccc1,1.3,107,-2,17,14,7,91,109,5
Cc1cc(C)cc(NC(=O)c2cccc(NC3=NC4CS(=O)(=O)CC4S3)c2)c1 (centres undefined),0.7,97,2,-9,2,6,112,102,2
Cn1cc(Cl)c(-c2n[nH]c(=S)n2C2CCCCC2)n1,1.9,99,3,13,4,-5,85,100,0

# No enrichment for hits; overall some 2.1% were active at least once.
